FN deposit inh: fibronectin deposition inhibition; AH1F fibroblasts, Alexa488-fibronectin deposition fluorescence, overnight; inhibition, % at 12.6 µM; 350,000 compounds, 0.086% hits; AID 743247;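 active means mean inhibition across replicates of 30% or more, regardless of how many single replicates reach that level; inconclusive means mean under 30% yet at least half of replicates reach 30%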;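 further: positive control wells lacked labelled fibronectin entirely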
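Assay system: AH1F fibroblast monolayer, labelled fibronectin deposition. Amount: 10000 cells per well. Also added: labelled fibronectin 24 nM. Compound: single-point pinned compound. Incubation: cell attachment 1 h, compound and FN exposure overnight. Detection: fluorescence after three HBSS washes, excitation 485 nm, emission 525 nm. Read-out: inhibition of fibronectin deposition signal.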
S100A4 inh HTS: inhibitors of human S100A4 binding to myosin IIA peptide; P26447; 360,000 compounds, 0.14% hits; inhibition, % at 10.7 µM; S100A4/TAMRA-MyoIIA peptide fluorescence polarization; AID 652163;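 active means mean inhibition of at least 70% across replicates, with every replicate also reaching that level; inconclusive means mean inhibition reaches 70% but some replicates fall short; inactive means mean inhibition below 70%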
Target sequence (P26447 whole entry, looked up): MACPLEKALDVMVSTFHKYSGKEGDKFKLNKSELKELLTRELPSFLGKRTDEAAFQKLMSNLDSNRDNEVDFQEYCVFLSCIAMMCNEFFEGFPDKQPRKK
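Material: S100A4 monomer protein / Buffer or medium: 50 mM HEPES pH 7.2, 10 mM CaCl2, 100 mM KCl / Times: 5 min incubation before reading / Benchmarks: neutral control DMSO, positive control TFP / Reagent: labelled myosin peptide probe, 5 nM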
EWS-Fli inh: blocks EWS/Fli oncoprotein-driven transcription; inhibition, % at 12.6 µM; A673 NR0B1-luciferase reporter, viability-normalised; 350,000 compounds, 0.67% hits;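 active means mean inhibition of at least 50% after viability correction, with every replicate also passing that limit; inconclusive means mean reaches 50% but only one of two replicates passes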;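 further: firefly luciferase signal divided by Alamar Blue viability fluorescence both relative to DMSO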
ERAP1 inh: ERAP1 (human) enzyme inhibition | Q9NZ08 | recombinant ERAP1, Leu-AMC fluorescence, 60 min | inhibition, % at 10.7 µM | 340,000 compounds, 0.15% hits | AID 652197;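 active means mean replicate inhibition of at least 30%, or all replicates individually reaching that 30% level; inactive means mean below 30% and not every replicate reaching it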;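 further: 0% = neutral control wells and 100% = L-leucinethiol positive control wells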
Target sequence (Q9NZ08 whole entry, looked up): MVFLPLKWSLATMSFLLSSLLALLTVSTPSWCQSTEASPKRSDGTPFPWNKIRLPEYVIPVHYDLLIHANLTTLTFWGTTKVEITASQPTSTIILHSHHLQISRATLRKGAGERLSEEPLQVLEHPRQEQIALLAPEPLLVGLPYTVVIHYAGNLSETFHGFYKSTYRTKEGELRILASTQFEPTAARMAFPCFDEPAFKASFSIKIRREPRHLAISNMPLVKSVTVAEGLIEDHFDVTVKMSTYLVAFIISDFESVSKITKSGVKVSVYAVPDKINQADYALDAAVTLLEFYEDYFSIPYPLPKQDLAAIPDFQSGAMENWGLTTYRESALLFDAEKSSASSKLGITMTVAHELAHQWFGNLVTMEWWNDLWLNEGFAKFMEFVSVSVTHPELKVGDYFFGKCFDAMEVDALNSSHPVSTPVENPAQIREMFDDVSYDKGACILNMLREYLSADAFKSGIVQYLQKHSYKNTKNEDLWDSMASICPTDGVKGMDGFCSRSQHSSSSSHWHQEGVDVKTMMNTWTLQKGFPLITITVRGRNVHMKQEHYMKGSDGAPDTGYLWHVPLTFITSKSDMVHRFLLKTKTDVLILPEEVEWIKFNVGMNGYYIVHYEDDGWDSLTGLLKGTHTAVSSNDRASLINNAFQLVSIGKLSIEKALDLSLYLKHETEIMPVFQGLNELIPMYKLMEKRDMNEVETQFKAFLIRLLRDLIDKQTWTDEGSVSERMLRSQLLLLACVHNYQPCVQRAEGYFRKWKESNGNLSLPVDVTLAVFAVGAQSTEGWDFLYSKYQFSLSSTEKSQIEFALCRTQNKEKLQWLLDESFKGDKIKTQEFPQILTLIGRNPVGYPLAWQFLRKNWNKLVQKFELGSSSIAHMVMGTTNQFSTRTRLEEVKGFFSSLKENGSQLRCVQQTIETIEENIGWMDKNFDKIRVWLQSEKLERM
PGC1a acetyl inh: modulators of PGC1a acetylation | U2OS PGC1a acetylation, AlphaScreen anti-acetyl-lysine; with virally co-expressed GCN5 acetyltransferase | inhibition, % at 15.6 µM | 350,000 compounds, 0.17% hits;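 active means every replicate shows inhibition of at least 40%; inconclusive means mean inhibition at least 40% but some replicate below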;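 further: 0% = neutral control wells and 100% = positive control wells; some results beyond the cut were filed as inactive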
LGR2 inh: inhibitors of bursicon-induced Drosophila LGR2 receptor cAMP signaling | HEK293 LGR2, CRE-luciferase, bursicon-stimulated, 4 h | inhibition, % at 9.99 µM | 380,000 compounds, 0.35% hits | AID 720647;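 active means drop in luminescence signal, shown as inhibition above about 50% in the replicate tests, limit read from the data, passing the limit was not always enough; inconclusive means probably only some replicates passing the limit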;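 further: agonist challenge used bursicon conditioned medium at about half maximal strength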
PAX8 reporter: inhibitors of PAX8 transcriptional activity in RMG-I cells | RMG-I TPO-luciferase reporter, SteadyGlo, 24 h | inhibition, % at 12.6 µM | 360,000 compounds, 1.2% hits;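 active means mean replicate inhibition at least 60% with every replicate also reaching 60%; inconclusive means only one of the two criteria is met; inactive means mean below 60% and not all replicates reaching 60%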;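 further: luciferase light reporting Pax8 driven TPO promoter activity; plate controls were median of neutral control wells for no effect and mitoxantrone controls for full effect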
PglD DTNB: inhibitors of Campylobacter jejuni PglD acetyltransferase; inhibition, % at 12.5 µM; purified PglD enzyme, DTNB colorimetric CoA detection; 360,000 compounds, 0.098% hits; in the data active means inhibition above about 16%, passing the limit was not always enough; inconclusive means no clear call, values can overlap the other calls; further: strong numbers were not always called active
* = called active by the depositor; ? = inconclusive; . = not tested or not shown.

SMILES	FN deposit inh	S100A4 inh HTS	EWS-Fli inh	ERAP1 inh	PGC1a acetyl inh	LGR2 inh	PAX8 reporter	PglD DTNB
O=C(ON=C1CCN(c2ccc([N+](=O)[O-])cc2)CC1)c1ccccc1	1	.	.	.	-1	.	5	-4
CC(=O)NCC(O)c1ccc([N+](=O)[O-])cc1 (stereo not given)	4	3	9	-1	.	3	-59	.
COc1ccc(C(c2c(O)nc[nH]c2=O)c2c(O)nc[nH]c2=O)cc1	1	-2	8	1	.	5	-3	.
COC(=O)c1c(NS(=O)(=O)c2ccc3ccccc3c2)sc2c1CCCC2	-13	.	.	.	-15	8	.	7
C[C@H]1CN([C@@H](C)CO)C(=O)CCCn2cc(nn2)CO[C@H]1CN(C)CC1CCCCC1	-8	.	-3	.	4	3	.	.
O=c1cc(-c2ccccc2)c2ccccc2[nH]1	1	.	.	.	-2	.	-15	4
COc1cccc(NC(=O)N[C@@H]2C=C[C@H](CC(=O)NCc3ccccn3)O[C@H]2CO)c1	.	2	-2	-1	0	3	5	1
C[C@@H]1CN([C@@H](C)CO)C(=O)Cc2cc(NC(=O)Cc3ccccc3)ccc2O[C@@H]1CN(C)C(=O)NC1CCCCC1	.	-22	-1	-4	-4	-8	-9	-3
CN(C)CCCn1c2c(c(SCC(=O)Nc3nccs3)nc1=O)CCC2	4	0	-2	0	.	21	-9	.
Cc1cccc2nc(-c3ccco3)oc(=O)c12	4	-4	6	-1	-3	-3	-11	5
CC(=O)N1[C@H](C(=O)NCc2ccccc2Cl)[C@@H](CO)[C@@H]2Cn3c(ccc(-c4cccnc4)c3=O)[C@@H]21	.	-1	-2	-1	.	12	14	0
CC(NC(=O)c1ccc(N(C)C)c([N+](=O)[O-])c1)c1ccc(-n2ccnc2)cc1 (stereo not given)	1	4	-3	-1	.	0	-28	-7
OCCN1C2=NCCCN2c2ccccc21	-5	-3	-1	0	12	2	-11	-4
Cc1ccc(C(=O)NCCOC23CC4CC(CC(C4)C2)C3)cc1	.	3	-15	-1	.	-4	.	1
O=C(c1cccnc1)N1CC[C@H]2[C@H](CO)Nc3ccc(-c4ccc(F)cc4)cc3[C@H]21	2	-12	2	1	-3	11	2	0
CN1C(=O)c2cc(NC(=O)c3ccc(F)c(F)c3)ccc2OC[C@@H]2O[C@@H](CC(=O)N3CCOCC3)CC[C@H]21	-2	0	-6	3	0	2	-5	3
O=C(C[C@H]1CC[C@H]2[C@@H](COC[C@H](O)CN2Cc2cccc(Cl)c2)O1)NCc1cccc(F)c1	0	-14	5	0	3	1	-10	5
O=C(O)CCCNC(=O)CCCn1nnc2ccccc2c1=O	7	-2	-5	.	-8	-9	8	-1
CCN(CC)c1ccc(CN(C(=O)c2ccco2)C2CCS(=O)(=O)C2)cc1 (stereo not given)	.	3	4	0	15	12	.	-6
OC[C@@H]1[C@H](c2ccc(C3=CCCCC3)cc2)[C@@H](CNC2CCCC2)N1CC1CC1	-5	4	-8	-5	.	-3	.	.
CN(C)C(CNC(C(=O)Nc1ccc([N+](=O)[O-])cc1Br)c1ccccc1)c1ccccc1 (stereo not given)	-3	39	9	-2	-13	6	0	.
CC=Cc1ccc2n(c1=O)C[C@@H]1[C@@H](CO)[C@H](C(=O)NCCC)[C@H]2N1CC1CCOCC1 (mixture of isomers)	.	.	5	1	.	-1	-17	-1
CN(C)/C=C(\C#N)C(=O)Nc1ccccc1	6	5	-53	1	3	.	-45	.
CCc1ccccc1NC(=O)Cn1nc(C(F)(F)F)c2c1CCC2	.	0	.	3	.	-2	.	5
COc1ccc2c3c(n(C)c2c1)[C@H](CO)N(CC1CC1)CC31CCN(C(=O)c2ccc3c(c2)OCO3)CC1	.	8	9	.	-1	-5	.	.
Cc1ccc(C)c(CN2CCC(CNC(=O)Nc3ccc(F)c(Cl)c3)CC2)c1	-4	-10	33	-29	.	19	22	3
Cc1cc(COC(=O)C2N3C(=O)[C@@H](NC(=O)COc4ccccc4)[C@H]3SC2(C)C)on1 (stereo not given in full)	3	2	-7	5	-5	-4	9	3
COc1ccc(/C=C/C(=O)NC(=S)Nc2ccccc2)cc1OC	1	-2	10	0	.	7	-20	4
Cc1nc2c(c(C)nn2-c2ccccc2)c(C)c1Cl	-5	3	5	-3	-8	2	27	-2
Cc1ccccc1C1CC(c2cccs2)=NN1S(C)(=O)=O (stereo not given)	.	-8	-19	-1	-6	-28	0	4
N#CC1=C(N)Oc2c(ccc3ccccc23)C1c1ccsc1 (stereo not given)	0	.	.	.	-57	.	-6	-2
CCCCCNC(=O)C1C(=O)Nc2ccccc2C(=O)N1c1c(C)cccc1C (stereo not given)	-8	4	2	.	.	18	-26	.
COC(=O)c1cn(C)c2ccc(S(=O)(=O)N3CCCCC3)cc2c1=O	3	.	.	.	15	11	.	10
FC(F)Oc1ccccc1NC(=S)NCCc1ccccc1	-4	-5	-1	-1	-1	4	10	3
CC1Cc2ccccc2N1CC(=O)Nc1ccc(S(=O)(=O)N(C)C)cc1 (stereo not given)	5	0	13	-1	.	4	20	.
CCN1C(=O)c2ccc(C(=O)Nc3cccc(C(=O)O)c3)cc2C1=O	-1	-5	-6	7	.	?	11	.

Sorted by length of the SMILES (lowest first): 3 of the compounds above
SMILES	FN deposit inh	S100A4 inh HTS	EWS-Fli inh	ERAP1 inh	PGC1a acetyl inh	LGR2 inh	PAX8 reporter	PglD DTNB
Cc1ccccc1C1CC(c2cccs2)=NN1S(C)(=O)=O (stereo not given)	.	-8	-19	-1	-6	-28	0	4
CCN1C(=O)c2ccc(C(=O)Nc3cccc(C(=O)O)c3)cc2C1=O	-1	-5	-6	7	.	?	11	.
O=C(c1cccnc1)N1CC[C@H]2[C@H](CO)Nc3ccc(-c4ccc(F)cc4)cc3[C@H]21	2	-12	2	1	-3	11	2	0

Going on with the list.
SMILES	FN deposit inh	S100A4 inh HTS	EWS-Fli inh	ERAP1 inh	PGC1a acetyl inh	LGR2 inh	PAX8 reporter	PglD DTNB
Cc1cccn2c(=O)c3cc(C(=O)NCCN4CCOCC4)c(=N)n(CCN4CCOCC4)c3nc12	-3	-6	-2	11	.	0	-13	-5
CN1CCC(N(C)C(=O)c2ccc(Cl)c(S(=O)(=O)N3CCc4ccccc43)c2)CC1	1	-1	11	0	-19	-6	4	-3
COC(=O)/C=C1\NC(=O)C(C)S1 (stereo not given)	-10	-2	0	-1	-22	-6	-2	-5
Nn1c(COc2ccccc2)nnc1SC(F)F	5	.	.	.	-2	-5	.	0
O=C(NCc1nnc2c3ccccc3c(-c3ccccc3)nn12)c1ccc(Cl)cc1	10	-2	6	-3	.	24	13	.
CCC1CCCCN1C(=O)c1cc(COc2ccc(-n3cncn3)cc2)on1 (stereo not given)	0	-2	.	-1	.	-8	-11	2
COc1ccc(Cl)cc1NC(=O)COC(=O)CCCC1=NS(=O)(=O)c2ccccc2N1	16	5	.	-2	-15	8	-6	3
C[C@@H]1CN([C@@H](C)CO)C(=O)c2cccc(NS(=O)(=O)c3cccs3)c2O[C@H]1CN(C)C(=O)Nc1ccc(C(F)(F)F)cc1	.	-3	2	0	-2	14	.	-6
C[C@H](CO)N1C[C@H](C)[C@@H](CN(C)S(=O)(=O)c2cn(C)cn2)Oc2ccc(NS(=O)(=O)c3cn(C)cn3)cc2C1=O	.	-4	-9	-3	5	.	-10	.
CCOc1ccc(NCc2cccn2-c2nnc(N3CCC(C(=O)NCCCN4CCCCC4CC)CC3)s2)cc1 (stereo not given)	-2	6	14	-13	5	-9	4	-2
Nc1nc(/C=C/c2cccnc2)nc(-c2ccccc2O)n1	-6	2	14	-4	.	?	44	.
COc1cccc(-c2ccc(NC(=O)C3CCCN(Cc4cnc(N(C)C)s4)C3)cc2)c1 (stereo not given)	10	1	3	2	-21	-3	-11	0
C[C@H](CO)N1C[C@H](C)[C@H](CN(C)Cc2cccc(C(F)(F)F)c2)Oc2ncc(Br)cc2C1=O	.	-4	-2	-1	-8	.	.	-3
CN(CCOc1ccccc1)CC(O)COCc1ccccc1F (stereo not given)	7	2	-5	3	-3	-5	3	-12
COc1ccc(C2(C)NC(=O)N(CC(=O)Nc3ccc(Br)cc3F)C2=O)cc1OC (stereo not given)	10	-1	3	-1	9	-21	-3	5
C[C@@H]1CCCCO[C@@H](CN(C)CC2CCCCC2)[C@@H](C)CN([C@H](C)CO)C(=O)c2cc(NC(=O)c3ccncc3)ccc2O1	.	-5	.	2	6	-7	-7	7
Cc1ccc(NC(=O)CSc2nc(=O)n(CCN(C)C)c3c2CCCC3)cc1Cl	-4	0	-5	-15	.	0	23	.
CCOC(=O)Cc1csc(NS(=O)(=O)c2cc(Cl)ccc2Cl)n1	10	-4	4	0	7	-12	1	-7
O=C(OCCCc1cc2ccccc2c(=O)o1)c1ccc2c(c1)OCO2	0	-6	-10	4	1	19	-48	5
C[C@H]1CN([C@@H](C)CO)S(=O)(=O)c2ccc(-c3cccnc3)cc2O[C@H]1CN(C)Cc1cncnc1	-12	1	-14	0	10	0	.	-3
CN1CCN(C(=O)C[C@@H]2C[C@@H]3c4cc(NC(=O)CC5CC5)ccc4O[C@@H]3[C@@H](CO)O2)CC1	-9	5	0	1	-25	-11	.	0
C[C@H](CO)N1C[C@H](C)[C@H](CN(C)Cc2ccc3c(c2)OCO3)Oc2ccc(NC(=O)CCC(F)(F)F)cc2C1=O	-5	-3	-3	3	-1	-27	-3	2
COc1cccc(NC(=O)CC2C(=O)NC3CCCCC3N2C(=O)c2ccccc2)c1 (stereo not given)	.	-2	0	-3	-9	16	8	3
CC(C)[C@H](NC(=O)N1c2ccccc2NC(=O)[C@@H]1C(C)C)C(=O)N[C@@H](C(=O)O)c1ccccc1	.	-1	-2	-1	3	-15	.	2
Cn1nc([N+](=O)[O-])c(C(C#N)c2ccccn2)c(Cl)c1=O (stereo not given)	8	-2	1	-1	-7	5	22	0
CCOC(=O)CCn1nnc(N)n1	.	9	10	0	14	14	.	-2
COc1ccc(NS(=O)(=O)c2cc(NC(=O)CNC(=O)c3cccc(OC)c3)ccc2C)cc1	.	-9	63*	-5	17	-8	8	-3
COc1cccc(-c2ccc3c(c2)N(Cc2cccc(F)c2)C(=O)C(C)S3)c1 (stereo not given)	-1	5	2	-1	-21	5	-16	-4
COc1ccc(C2CCc3cc4c(cc3C2=NO)OCO4)cc1OC (stereo not given)	13	-1	6	3	0	-9	13	1
CCCN(CCC)S(=O)(=O)c1ccc(C(=O)N2CCN(C)CC2)cc1	-11	6	10	-2	4	-15	-15	2
C[C@@H]1CCCCO[C@@H](CN(C)Cc2ccc(C(F)(F)F)cc2)[C@H](C)CN([C@@H](C)CO)C(=O)c2cc(NS(C)(=O)=O)ccc2O1	.	.	7	.	-11	8	-2	-4
O=C(c1ccc2c(c1)OCO2)N1CCCCN2[C@H](C1)[C@H](c1ccc(-c3ccccc3)cc1)[C@@H]2CO	.	1	.	0	0	-9	31	-2
COc1ccc(C2CCCN2CC(O)COc2ccccc2C(C)C)cc1 (stereo not given)	1	-22	25	1	.	8	-8	-2
O=Cc1ccccc1Cl	.	2	-2	-3	.	-7	.	.
O=C(NNc1c(F)c(F)cc(F)c1F)c1ccco1	-12	-13	7	0	1	3	-17	-1
O=C(CSc1ncnc2sccc12)N1CCCCC1	2	4	-84	-1	5	.	-97	5
Cc1cc(=O)cc(C)[nH]1	7	.	.	.	-15	31	.	-4

Assay outcomes (PubChem)
